Compound activity as filed in PubChem.
S1P4 agonist – S1P4 receptor agonists, primary screen, cell-based. activation, % at 4.98 µM. S1P4-expressing cell line, agonist reporter assay. AID 1509, 2009. 220,000 tested, 0.35% active; in the data active = activation above about 11%;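 note: 0% = DMSO vehicle and 100% = reference agonist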
Target sequence (O95977 whole entry, looked up): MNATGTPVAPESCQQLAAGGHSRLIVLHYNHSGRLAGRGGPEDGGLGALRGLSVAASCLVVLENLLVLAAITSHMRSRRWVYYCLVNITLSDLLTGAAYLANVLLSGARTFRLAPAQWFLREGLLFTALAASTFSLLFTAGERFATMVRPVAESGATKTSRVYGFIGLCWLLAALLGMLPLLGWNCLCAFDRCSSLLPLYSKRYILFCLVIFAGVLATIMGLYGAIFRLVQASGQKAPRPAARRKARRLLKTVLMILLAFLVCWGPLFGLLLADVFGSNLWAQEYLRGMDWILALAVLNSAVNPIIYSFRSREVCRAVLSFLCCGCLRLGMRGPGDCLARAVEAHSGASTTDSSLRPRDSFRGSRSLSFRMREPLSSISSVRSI
PERK inh – block of dimerizer-induced PERK translation repression, primary screen, PERK inhibitor project, CHO PERK-DD cells, SEAP luminescence, HTS; Eukaryotic translation initiation factor 2-alpha kinase 3 (Homo sapiens), Q9NZJ5; CHO PERK-DD fusion, SEAP luminescence translation reporter; inhibition, % at 5.6 µM; 220,000 tested, 0.17% active; AID 1416, 2008;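 active = inhibition above the mean inhibition of all tested compounds plus 3 SD, set separately per screening campaign, cut at about 2.9% in these data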;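 note: PERK kinase domain activated by AP20187 dimerizer at 100 nM; 0% = DMSO with dimerizer and 100% = rapamycin at 8.4 µM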
eIF4E-4G inh – eIF4E–eIF4G protein interaction inhibitors, primary screen, biochemical, uHTS, TR-FRET, eIF4GI fragment; Eukaryotic translation initiation factor 4E (Mus musculus) + Eukaryotic translation …; TR-FRET eIF4E-eIF4GI(517-606) binding, 2 h; inhibition, % at 21.7 µM; 220,000 tested, 0.37% active; AID 782, 2007;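 active = inhibition above about 30%, limit read from the data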;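 note: 0% = full FRET control wells and 100% = background wells lacking eIF4GI fragment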
Wee1 degr inh – Wee1 degradation inhibitors, primary screen, cell-based, HeLa, Wee1K328M-luciferase, luminescence | Wee1-like protein kinase (Homo sapiens), P30291 | HeLa Luc-Wee1K328M stability; 100% = proteasome inhibitor MG132 effect | reporter increase, % at 5 µM | 220,000 tested, 1.2% active | AID 1321, 2008;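 active = activation above the mean of all tested compounds plus 3 SD, set per screening run, cut at about 8.8% in these data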;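 note: cells exposed to compound for 20 h before luminescence read; 0% = DMSO alone and 100% = MG132 at 30 µM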
S1P4 antagonist – S1P4 receptor antagonists, primary screen, cell-based; 220,000 tested, 0.26% active; S1P4-expressing cells, antagonist mode, reporter read-out; inhibition, % at 4.98 µM; in the data active = inhibition above about 29%;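 note: 0% = wells stimulated with agonist and 100% = vehicle wells without agonist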
BaF3 parental – parental Ba/F3 cell viability inhibition, counter-screen for JAK2V617F inhibitor project, murine pro-B, CellTiter-Glo luminescence | 220,000 tested, 1.1% active | CellTiter-Glo ATP luminescence | inhibition, % at 5.6 µM;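 active = inhibition above a per-campaign cutoff, the mean inhibition of all tested compounds plus 3 SD, cut at about 27% in these data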;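 note: 0% = DMSO wells and 100% = JAK Inhibitor I control wells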
NPY-Y2 PAM-ag – NPY-Y2 potentiators or agonists, primary screen, cell-based. Neuropeptide Y receptor type 2 (Homo sapiens), P49146. cells expressing NPY-Y2, potentiator/agonist read-out. activation, % at 3.6 µM. 220,000 tested, 0.45% active. AID 1359, 2008; in the data active = activation above about 27%;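 note: cells stimulated with NPY near EC25 plus isoproterenol at EC100; 0% = vehicle plus submaximal agonist and 100% = vehicle plus saturating agonist; some results beyond the cut were filed as inactive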
Target sequence (P49146 whole entry, looked up): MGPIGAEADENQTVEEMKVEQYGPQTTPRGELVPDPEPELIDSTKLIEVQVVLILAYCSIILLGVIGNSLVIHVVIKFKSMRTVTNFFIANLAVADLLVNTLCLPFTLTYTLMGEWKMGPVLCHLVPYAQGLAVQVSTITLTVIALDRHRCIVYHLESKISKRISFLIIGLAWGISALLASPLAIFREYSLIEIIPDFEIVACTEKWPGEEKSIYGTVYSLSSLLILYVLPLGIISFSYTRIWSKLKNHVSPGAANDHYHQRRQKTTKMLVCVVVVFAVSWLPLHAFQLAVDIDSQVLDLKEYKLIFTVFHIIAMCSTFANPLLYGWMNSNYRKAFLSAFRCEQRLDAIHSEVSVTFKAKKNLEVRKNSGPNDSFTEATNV
Ba/F3 V617F tox – reduced viability of JAK2V617F-dependent Ba/F3 cells, primary screen, JAK2V617F inhibitor project, cell-based, Ba/F3 EpoR-JAK2V617F, luminescence; ATP luminescence; inhibition, % at 5.6 µM; 220,000 tested, 1.1% active; AID 1446, 2008;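 active = inhibition above the campaign mean plus 3 SD over all tested compounds, cut at about 24% in these data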;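 note: cytokine-independent growth of Ba/F3 cells driven by EpoR plus mutant JAK2; 0% = DMSO-treated cells and 100% = JAK inhibitor I control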
MDM2 E3 inh – MDM2-luciferase reporter signal enhancers, primary screen, MDM2 E3 ligase inhibitor project, cell-based, luminescence, 1536-well; signal enhancement, % at 5 µM; cell-based MDM2 ubiquitination luciferase reporter, 2 h; 0 = plate control, 100 = twice control, blank-subtracted; E3 ubiquitin-protein ligase Mdm2 (Homo sapiens), Q00987; 210,000 tested, 0.11% active;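 active = signal enhancement of 30% or more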;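 note: luminescence tracks abundance of the self-degrading MDM2-luciferase fusion protein; higher signal means inhibition of MDM2 E3 ligase activity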
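Test system: stable mammalian line carrying autodegrading MDM2–luciferase fusion reporter; quantity: 2000 cells in each well; times: 4 h cell settling then 2 h compound exposure, 37 °C; detection: luminescence with SteadyLite reagent, 15 min at room temperature; evaluation: percent signal gain over controls, blank-subtracted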
* marks the source's active call; other numbers are inactive results; . = no result given; [ ] = remark or other dose.

Compound	S1P4 agonist	PERK inh	eIF4E-4G inh	Wee1 degr inh	S1P4 antagonist	BaF3 parental	NPY-Y2 PAM-ag	Ba/F3 V617F tox	MDM2 E3 inh
CSc1ccc(CNc2nnnn2C)cc1	0.3	0.1	-3	-2	-2	4	13	2	8
N#Cc1cccc(NC(=O)CC2CCCCC2)c1	2.0	0.5	-18	-1	2	5	-16	2	-3
CC(C)NC(=O)NC(=O)COC(=O)c1ccccc1O	-0.7	0.8	-1	-1	-8	12	-9	6	-4
Cc1nc2ccccc2nc1OCC(=O)N1CCN(c2ccccc2)CC1	-1.8	0.0	4	3	9	5	14	-2	-10
COc1ccc(Br)cc1C(=O)Nc1ccc(Cc2ccncc2)cc1	2.7	-0.1	-23	-3	-12	-2	-12	-1	-7
Cn1c(Cn2c(=O)sc3ccccc32)nnc1SCC(=O)Nc1cccc(Cl)c1	-1.1	0.8	2[fluorescence artefact?]	-1	-7	6	0	1	-7
COc1ccc(-c2cc3nc4c(c(N5CCC6(CC5)OCCO6)n3n2)CCC4)cc1	1.6	-0.5	0	-2	-6	-2	1	2	-7
COC(=O)Cc1[nH]nc2c1C1(C(=O)N(Cc3ccc(Cl)cc3)c3ccccc31)C(C#N)=C(N)O2 (centres undefined)	-0.5	1.1	11	0	0	-1	-3	-5	-29
O=C(Nc1cccc([N+](=O)[O-])c1)c1ccc2ccccc2c1O	-0.6	0.5	3	3	-7	-1	20	-3	-24
Cc1ccc(NS(=O)(=O)c2cn(C)cn2)cc1	0.8	1.0	3[fluorescence artefact?]	-1	-10	8	-4	2	4
Cc1ccsc1C1CC(=O)NC2=C1C(=O)CC(C)(C)C2 (centres undefined)	-0.8	2.0	2	2	4	4	9	-2	22
c1ccc2c(c1)[nH]c1c(N3CCSCC3)ncnc12	-1.1	-0.1	4	-1	-23	8	4	0	-28
COc1cc(/C=N/Nc2nc(C)cc(C)n2)ccc1OC(=O)c1ccco1	-4.5	-0.5	-1	2	13	2	-10	-2	-7
O=C(O)c1cnn2c(C(F)(F)F)cc(-c3ccccc3)nc12	-0.1	1.1	2	-1	-10	5	-7	0	4
Cc1cc(C)n2c(SCC(=O)Nc3ccc(F)cc3)nnc2n1	0.5	-0.3	4	0	0	0	3	1	-8
Cn1c(=O)c2c(nc(N/N=C/c3cccs3)n2Cc2ccc(Br)cc2)n(C)c1=O	-1.4	-0.4	1	-3	-19	3	7	-1	-9
Cc1csc(NC(=O)Nc2ccc(Cl)cc2)n1	-0.2	0.9	5[fluorescence artefact?]	8.9*	-6	1	-5	1	1
CCCc1[nH]nc2c1C(c1ccoc1)C(C#N)=C(N)O2 (centres undefined)	-2.0	-0.6	-1	0	15	2	-2	-4	-9
CCCCCCC(=O)N(O)C1CC(=O)N(Cc2ccccc2)C1=O (centres undefined)	1.6	0.8	7	-2	2	10	-8	5	-20
Cc1cc(=O)[nH]c(SCC(=O)Nc2ccc(Br)cc2)n1	2.2	1.0	-14	3	-6	-7	-38	0	.
CC(C)CNC(=O)c1cccc(Cn2cc(Cl)cn2)c1	0.1	-0.5	1	0	-2	7	7	0	-4
COc1cc(C(=O)NCc2ccco2)c(Br)c(OC)c1OC	-1.4	0.3	2	4	-1	0	-16	-2	7
CCCc1nnc(NC(=O)CCC(=O)N2CCN(C3c4ccccc4-c4ccccc43)CC2)s1	1.9	-0.1	-2	-2	2	2	8	-1	2
Cn1c(=O)n(-c2ccccc2)c(=O)c2c3c(sc21)COC(C)(C)C3	1.1	-0.1	3	1	-11	0	-17	-2	-2
O=C(Nc1ccccc1)C1=C(c2ccccc2)S(=O)(=O)CCS1(=O)=O	1.9	0.2	-1	-1	32*	1	45*	85*	13
CC(C)c1cc(C(F)(F)F)n2nc(C(=O)Nc3ccc4c(c3)OCO4)cc2n1	0.4	0.4	-2	0	-22	3	-12	0	-7
Cc1ccc(Cl)cc1N1CCN(C(=O)CN2C(=O)c3cccc4cccc2c34)CC1	-2.9	-0.1	11	3	-16	10	-4	8	-16
Cc1cc(/C=C2/C(=N)N3C(=NC2=O)SN=C3S(C)(=O)=O)c(C)n1-c1ccc(F)cc1	0.2	0.5	1	-3	-23	5	1	0	-17
CCNC(=S)NNC(=O)CSc1nc2ccccc2n1C	-0.2	1.4	-8	-2	-9	3	-6	-6	-4
CC1CCCN(C(=S)SCC(=O)O)C1 (centres undefined)	2.6	-0.1	-3	4	3	6	5	-1	-3
O=C(Nc1ccc(Cl)cc1)Nc1nnc(/C=C/c2ccccc2)s1	0.4	0.1	3	-2	-18	1	14	0	.
Cc1ccccc1C(=O)Nc1nc2c(C)csc2c(=O)s1	0.2	-2.0	-3	3	11	1	-15	-4	-9
O=C1NC(=O)C(CC(=O)N(Cc2cccs2)C2(C(=O)NC3CCCC3)CCCCC2)N1 (centres undefined)	0.8	0.6	-3[fluorescence artefact?]	-1	16	8	-16	3	-3
COc1ccc(NS(=O)(=O)c2ccc(Oc3cccc(C(=O)O)c3)cc2)cc1	0.0	0.2	1	1	1	0	-6	3	-16
COC(=O)CCCNC(=O)c1ccccn1	-0.5	1.2	-1	-4	11	5	-7	1	-19
COc1cc(CNCc2cccs2)ccc1OCc1ccccc1	0.8	-0.6	-5[fluorescence artefact?]	1	0	2	1	0	-8
CCOc1ccc2oc(C(=O)NC3CC(C)(C)NC(C)(C)C3)c(C)c2c1	0.8	-0.4	5	5	-6	2	-8	-2	-15
Cc1c(Cl)c([N+](=O)[O-])nn1CC(=O)NCC(C)C	1.4	0.2	3	0	7	1	-2	-1	.
COC(=O)c1cc(NS(=O)(=O)c2ccc(Cl)c(N3C(=O)c4ccc(C(=O)O)cc4C3=O)c2)cc(C(=O)OC)c1	1.7	2.0	2	2	-16	-1	-3	-2	.
CCN1CCN(C2=CC3=CC(=C(C#N)C#N)CCC3CC2)CC1 (centres undefined)	0.0	-0.2	10	-1	-12	6	12	7	-23
C/C(=N/OC(=O)c1c(-c2c(Cl)cccc2Cl)noc1C)c1cnccn1	-0.3	-1.3	4	-1	-1	5	-13	8	-17
CC(C)CN(CC(C)C)c1nnc(N)s1	1.1	1.1	7[fluorescence artefact?]	-1	-11	2	16	-2	.
Cc1cc(Nc2ccccc2)c2c([N+](=O)[O-])cc(C)c(C)c2n1	-3.5	-0.4	-1	-1	1	4	-14	4	-15
CCOc1ccc(CC(=O)OCc2cc(=O)n3cc(Br)ccc3n2)cc1	-0.6	-0.1	3	-2	-5	6	-6	-1	-28
CC(OC(=O)Cc1coc2ccc3ccccc3c12)C(=O)NC(N)=O (centres undefined)	0.0	0.9	-12	-1	-8	-4	12	2	.
CCCN(N=Nc1cccc([N+](=O)[O-])c1)c1cccc([N+](=O)[O-])c1	-2.3	0.3	11	2	2	3	-3	-4	-30
O=C(NC1CCCCC1)C(c1ccc2ncccc2c1)N(Cc1ccc2c(c1)OCO2)C(=O)c1ccc2c(c1)OCCO2 (centres undefined)	4.6	0.6	2	-3	-20	6	-7	-1	-1
Cc1cccc(-c2nc(CSc3nc4c(c(=O)[nH]3)CCC4)c(C)o2)c1	-1.0	0.3	6	11*	9	1	12	-5	.
COc1ccccc1OCC(=O)NNC(=O)c1cccs1	0.2	0.4	0	4	-12	5	4	-1	-9
O=C(CN1CCCCC1)Nc1cccc([N+](=O)[O-])c1	0.8	2.2	-2	1	6	8	-3	3	2
CCc1nnc(NS(=O)(=O)c2ccc(NC(=S)NC(=O)/C=C/c3ccc(F)cc3)cc2)s1	0.2	0.9	2[fluorescence artefact?]	0	6	1	10	-4	-7
Cc1ccc(C2=NN=C(NC(=O)CSc3nnc4c5ccccc5n(C)c4n3)SC2)cc1	2.0	-0.3	3	2	-15	7	1	5	3
c1ccc2c(c1)ncc1cccn12	0.3	0.6	1	-2	-1	-3	4	-1	-6
COc1ccc(N2CCN(Cc3cc4c(cc3O)CCC4)CC2)cc1	-1.6	0.5	2[fluorescence artefact?]	-2	-24	4	-13	-1	-15
O=C(N/N=C/c1ccccn1)c1cc(-c2ccc(Br)cc2)nc2ccccc12	-0.2	-0.3	-4	2	13	1	-30	-1	-35
CCOc1ccc(N2C(=O)CC(N3CCN(C(=O)c4ccco4)CC3)C2=O)cc1 (centres undefined)	1.2	0.9	9	-1	-14	2	8	-1	-14
O=C(CSc1ccccc1C(=O)NCCCN1CCCC1=O)NCc1ccco1	-1.1	0.0	0[fluorescence artefact?]	-2	-2	-1	-7	2	-4

A few values from above.
S1P4 agonist result of Cc1cccc(-c2nc(CSc3nc4c(c(=O)[nH]3)CCC4)c(C)o2)c1 = -1.0
PERK inh result of O=C(N/N=C/c1ccccn1)c1cc(-c2ccc(Br)cc2)nc2ccccc12 = -0.3
